Screening results as filed in PubChem BioAssay.
Tau ThT inhib – tau fibrillization inhibition (ThT binding). P10636. recombinant tau K18 P301L, heparin-induced fibrillization, ThT fluorescence. Potency, µM (titrated, usually from 57.4 µM), inactives show top-dose activity, negative = inhibition, usual class: inhibitors. hit rate 2.1% among 270,000. AID 1460; note: % is set by controls: 0 for no effect and ±100 for the full control effect; nearly all actives have a fitted effect of over 55% in size
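Heparin-induced (20 uM) aggregation of recombinant human K18 P301L tau, 15 uM unlabeled with 0.24 uM labeled, pH 7 acetate buffer, 6 hr at 37 C with compound. Fibrils quantified by 30 uM ThT fluorescence after 1 hr ambient incubation.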
TexasRed fluor – counter-screen for TRb-SRC2 inhibitors: fluorescence interference; AID 1479; hit rate 0.29% among 280,000; Potency, µM (series often up to 106 µM), without a hit: at the highest dose fluorescence change, negative = quenching; TRb/SRC2 Texas Red total fluorescence interference; active = well fitted curve in either direction with a large enough effect; inconclusive = small, poorly fitted or top-dose-only effect; note: % is set by controls: 0 for no effect and ±100 for the full control effect
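Human TRb ligand-binding domain at 0.6 uM with 20 nM Texas Red SRC2 peptide in Tris buffer containing 1 uM T3 and 5% DMSO, incubated with compound 5 h at ambient temperature. Total fluorescence (555/632 nm) calculated as parallel + 2 × perpendicular.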
HTT ATP protect – Huntington cell model cytoprotection by ATP luminescence; Potency, µM (doses to about 56.4 µM), without a hit: cytoprotection (ATP increase), hits mostly activators; PC12 HTT-Q103 induced, cytoprotection, ATP luminescence, 40 h; hit rate 0.14% among 230,000;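 note: % of control where 0% means no effect; nearly all actives have a fitted effect of over 45% in size; toxic huntingtin expression switched on by the ecdysone agonist tebufenozide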
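Stable PC12 Q103-GFP cells in serum-supplemented, phenol red-free DMEM; induction by tebufenozide at 100 nM final; compound dose series; cell viability quantified luminescently from ATP.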
Tau fluor cs – counter-screen for tau fibril formation inhibitors; hit rate 0.93% among 280,000; tau K18 P301L Alexa594 fluorescence, heparin fibrillization; Potency, µM (doses to about 57.7 µM), without a hit: at the highest dose activity change, negative = decrease; note: % is set by controls: 0 for no effect and ±100 for the full control effect; nearly all actives have a fitted effect of over 55% in size
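Human tau K18 P301L (15 uM unlabeled, 0.24 uM Alexa 594-labeled) in 100 mM sodium acetate pH 7 with 20 uM heparin, 6 hr at 37 C. ThT 30 uM added, 1 hr ambient; Alexa 594 FP and total fluorescence read at 555/632 nm.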
TRb SRC2 PPI – TRbeta-SRC2 interaction inhibition | P10828 | TRbeta-SRC2 peptide binding, fluorescence polarization; receptor liganded with 1 µM T3 | Potency, µM (highest dose often 106 µM), for the others: top-dose activity change, negative = inhibition, usual class: inhibitors | hit rate 0.065% among 280,000 | AID 1469;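 note: plate controls were bound peptide for no effect and peptide without receptor for full effect; nearly all actives have a fitted effect of over 50% in size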
Target sequence (P10828 whole entry, looked up): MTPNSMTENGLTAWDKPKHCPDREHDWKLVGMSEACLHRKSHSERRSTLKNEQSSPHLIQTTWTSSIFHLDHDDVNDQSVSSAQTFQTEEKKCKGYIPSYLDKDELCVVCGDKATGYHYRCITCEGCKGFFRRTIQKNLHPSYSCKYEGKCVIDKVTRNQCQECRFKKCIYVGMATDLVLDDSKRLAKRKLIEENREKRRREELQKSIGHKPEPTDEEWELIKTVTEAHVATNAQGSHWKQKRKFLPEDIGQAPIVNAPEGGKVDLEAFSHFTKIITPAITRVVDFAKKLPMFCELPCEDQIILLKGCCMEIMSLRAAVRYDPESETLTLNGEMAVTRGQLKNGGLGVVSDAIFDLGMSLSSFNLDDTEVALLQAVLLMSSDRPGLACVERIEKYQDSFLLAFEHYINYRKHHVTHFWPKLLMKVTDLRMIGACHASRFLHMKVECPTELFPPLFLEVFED
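Polarization signal, normalized between peptide-alone and full complex controls, measured compound effects on T3-liganded human TRb LBD (0.6 uM) binding 20 nM Texas Red SRC2 peptide after 5 hr.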
Tau FP inhib – tau fibrillization inhibition (FP); Potency, µM (top dose mostly 57.7 µM), inactives show top-dose activity, negative = inhibition, actives largely listed as inhibitors; hit rate 0.39% among 280,000; K18 P301L tau heparin fibrillization, Alexa594 FP, 6 h; P10636; note: % is set by controls: 0 for no effect and ±100 for the full control effect; nearly all actives have a fitted effect of over 55% in size
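Compound effects on tau fibrillization are measured by Alexa 594 fluorescence polarization (ex 555, em 632 nm). K18 P301L tau is used at 15 uM with 0.24 uM labeled tracer, and 20 uM heparin induces aggregation over 6 hr at 37 C.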
RECQ1 inh – blocks DNA unwinding by human RECQ1 | P46063 | RECQ1 DNA unwinding, red fluorescence kinetic read | Potency, µM (top dose mostly 57.3 µM), for inactives: at the highest dose activity, negative = inhibition, most hits filed as inhibitors | hit rate 0.54% among 240,000;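 note: plate controls were vehicle for no effect and no enzyme for full effect; nearly all actives have a fitted effect of over 30% in size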
Target sequence (P46063 whole entry, looked up): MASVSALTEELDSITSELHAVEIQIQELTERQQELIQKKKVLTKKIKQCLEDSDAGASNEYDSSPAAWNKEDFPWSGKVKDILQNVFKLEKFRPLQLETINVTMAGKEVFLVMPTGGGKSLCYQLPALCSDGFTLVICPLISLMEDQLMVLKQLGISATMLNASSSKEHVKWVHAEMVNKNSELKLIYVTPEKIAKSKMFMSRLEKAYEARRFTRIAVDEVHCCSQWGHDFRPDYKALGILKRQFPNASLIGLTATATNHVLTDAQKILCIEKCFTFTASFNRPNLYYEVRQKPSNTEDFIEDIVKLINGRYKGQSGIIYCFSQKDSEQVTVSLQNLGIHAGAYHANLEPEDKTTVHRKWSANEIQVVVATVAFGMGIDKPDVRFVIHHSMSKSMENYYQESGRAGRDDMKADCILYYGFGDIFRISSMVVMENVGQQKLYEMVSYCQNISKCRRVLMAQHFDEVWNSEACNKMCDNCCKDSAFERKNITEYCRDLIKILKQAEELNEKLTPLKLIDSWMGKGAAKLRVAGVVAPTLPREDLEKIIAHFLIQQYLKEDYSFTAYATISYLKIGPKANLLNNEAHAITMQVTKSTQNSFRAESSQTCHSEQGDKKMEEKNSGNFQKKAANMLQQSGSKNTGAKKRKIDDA
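50 nM RECQ1T1 preincubated 15 min with compound in Tris pH 8.0 buffer with MgCl2, DTT, Tween-20 and 2.5 ug/ml poly(dI-dC); started with 200 nM TAMRA/BHQ-2 forked duplex and 2 mM ATP. Unwinding read as fluorescence (525/598 nm), two reads 2 h apart.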
L3MBTL1 inh – inhibitors of human L3MBTL1; AlphaScreen L3MBTL1–H3K9me1 peptide binding; Potency, µM (highest dose often 57.1 µM), without a hit: at the top dose activity, negative = inhibition, usual class: inhibitors; Q9Y468; hit rate 0.66% among 230,000; note: % is set by controls: 0 for no effect and ±100 for the full control effect; nearly all actives have a fitted effect of over 60% in size
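L3MBTL1 (50 nM) pre-complexed 30 min with biotinylated H3(1-15)K9me1 peptide (75 nM), then compounds added for 30 min at room temperature; AlphaScreen streptavidin donor/nickel chelate acceptor beads (10 ug/mL final) read after 30 min dark incubation.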
* marks the source's active call; other numbers are inactive results; i = inactive; ? = inconclusive; . = no result given; [ ] = remark or other dose. Unless noted, calls come from the whole dose curve; as a rule, active = well fitted curve in the direction sought with a large enough effect; inconclusive = small, poorly fitted or top-dose-only effect, or another doubt; inactive = no such curve, though single readings can be large; an effect the other way counts as inactive or inconclusive. Potency is the fitted concentration of half-maximal effect. Some of the compounds tested; rates above refer to the full screens.

Screens in order: Tau ThT inhib	TexasRed fluor	HTT ATP protect	Tau fluor cs	TRb SRC2 PPI	Tau FP inhib	RECQ1 inh	L3MBTL1 inh
COc1ccc2c(c1)OCC(Cc1ccc(OC)c(O)c1)C2=O (stereo unspecified)
    ?	-1%	-253%[inhibitor]	-19%	5%	5%	3%	.
CC(C)c1ccc(NC(=O)C[n+]2ccn(C3=C([O-])c4ccccc4C3=O)c2)cc1
    ?	-3%	-14%	-17%	-7%	3%	i	?
CCOC(=O)c1cccnc1SCC(=O)Nc1ccc(C)cc1C
    -5%	-2%	.	-3%	-8%	2%	.	.
COC(=O)c1ccc(N2C(=O)c3ccc(OC)c(OC)c3C2=O)cc1
    -7%	-2%	-5%[0.074 µM]	-4%	3%	2%	-5%	7%
CN(C)S(=O)(=O)c1ccc(NC(=O)c2ccc([N+](=O)[O-])cc2)cc1
    -3%	-3%	9%[10 µM]	-17%	-4%	3%	i	.
Cc1ccc(N2CC(C(=O)NCCC(C)C)CC2=O)cc1 (stereo unspecified)
    -7%	-3%	1%[10 µM]	0%	3%	2%	-3%	5%
COc1ccc(N(C(=O)c2ccco2)C(C(=O)NC2CCCC2)c2ccc(N(C)C)cc2)cc1OC (stereo unspecified)
    -7%	-3%	-25%[10 µM]	-1%	1%	10%	1%	-1%
CC(C)Oc1ccc(/C=C(\NC(=O)/C=C/c2ccco2)C(=O)NCCc2nc3ccccc3[nH]2)cc1
    ?	-2%	-17%[10 µM]	-17%	5%	-4%	-5%	-1%
COc1cccc(/C=c2\s/c(=C/C(=O)c3ccc(C)cc3)[nH]c2=O)c1OC
    ?	-23%	11%[10 µM]	-28%	4%	?	?	-4%
O=C(c1ccco1)c1cn[nH]c1-c1ccc(Cl)cc1O
    -4%	-3%	-16%[0.074 µM]	-6%	-7%	7%	i	-13%
CC(=O)c1ccc(NS(=O)(=O)c2ccc(CC(C)C)cc2)cc1
    -2%	-3%	20%	5%	-5%	-10%	7%	.
CCOC(=O)c1c(C)[nH]c(C(=O)CSc2nnc(CC(C)c3ccccc3)o2)c1C (stereo unspecified)
    ?	-2%	-33%	-13%	-4%	-2%	-15%	-3%
Cc1ccc(CNC(=O)C2CCN(C(=O)N3CC(C)Oc4ccc(Cl)cc43)CC2)cc1 (stereo unspecified)
    ?	5%	.	?	2%	-15%	.	.
CCCCNc1nc(C)nc2c1nc(-c1ccccc1)n2CCN1CCCCC1
    -11%	1%	-42%[inhibitor]	-9%	2%	9%	3%	.
CCc1ccc(NC(=O)c2sc3nc(C)c(Cl)c(C)c3c2NC(=O)c2ccccc2OC)cc1
    ?	10µM*[quencher]	.	-6%	-9%	-10%	.	.
COc1cc(OC)c(OC)cc1CNCCSc1nnnn1C
    -5%	-4%	.	-3%	-4%	0%	17%	-4%
CC(OC(=O)c1ccc2c(=O)n3c(nc2c1)CCC3)C(N)=O (stereo unspecified)
    -1%	-1%	10%[10 µM]	0%	6%	4%	-1%	-9%
CCCNC(=O)COC(=O)c1cc(-c2ccc(OC)cc2)nc2ccccc12
    -9%	-1%	-46%[inhibitor][10 µM]	-29%	-3%	-15%	-18%	2%
O=C(CN1C(=O)S/C(=C/c2ccc(N3CCOCC3)cc2)C1=O)N1CCOCC1
    ?	-5%	.	-6%	-7%	-4%	1%	-12%
Cc1cccc(NS(=O)(=O)c2ccc(Br)s2)n1
    -18%	-4%	-57%[inhibitor]	-13%	1%	3%	-5%	.
Nc1ccc(-c2nc3c(Cl)cc(N)cc3[nH]2)cc1
    20µM*	-9%	-56%[inhibitor][10 µM]	?	5%	?	-15%	-8%
c1ccc(-n2nnnc2-n2nnc3ccccc32)cc1
    4%	2%	13%[10 µM]	-1%	-2%	-4%	i	.
Oc1ccccc1CN(Cc1ccco1)CC(O)COCc1ccc(Cl)cc1 (stereo unspecified)
    -8%	-1%[53 µM]	8%[10 µM]	-13%	-3%[53 µM]	5%	-9%	13%
CCC1(C)Cc2c(sc3nnn(CC(=O)Nc4ccccc4C)c(=O)c23)CO1 (stereo unspecified)
    -2%	2%	5%	-10%	5%	-5%	i	8%
Fc1ccc(N/N=C/c2ccc(N3CCOCC3)cc2)c(F)c1
    ?	-2%	-64%[inhibitor]	?	1%	?	-2%	.
CN(C)CCCn1c(SCCN2C(=O)c3ccccc3C2=O)nc2ccccc2c1=O
    9%	3%	7%[10 µM]	12%	1%	1%	i	9%
COCCn1c(C)cc(C(=O)COC(=O)c2cc3c(s2)CCC3)c1C
    -18%	-5%	-14%[10 µM]	-8%	-3%	7%	?	10µM*
Cc1ccc2oc(C(=O)Nc3c(C(=O)Nc4ccccc4)oc4ccccc34)cc(=O)c2c1
    -11%	-10%	.	-7%	-7%	-5%	.	.
O=[N+]([O-])c1ccc(/C=N/NC(=S)Nc2ccccc2F)o1
    ?	7%	7%[1.9 µM]	-16%	3%	-1%	-1%	-5%
O=C(COC(=O)/C=C/c1ccccc1)NCC1CCCO1 (stereo unspecified)
    -6%	-3%	-42%[inhibitor]	-3%	1%	10%	-5%	6%
Nc1ccc[n+](Cc2ccccn2)c1
    -9%	0%	11%[10 µM]	-2%	-3%	2%	-4%	-3%
CC(C)CC1(C(=O)NCC2CC2)C=CCN1C(=O)c1ccccc1 (stereo unspecified)
    -8%	4%	12%	-9%	14%	6%	6%	.
O=C(Cn1cc(SCc2ccc(C(F)(F)F)cc2)c2ccccc21)N1CCCCC1
    ?	-1%	.	?	-5%	-11%	.	.
O=C(Nc1ccc(OCC(=O)N2CCOCC2)cc1)c1cncc(Br)c1
    -9%	-1%	.	3%	2%	0%	-3%	8%
COc1ccc(-n2ccn(CC(=O)NCc3ccc(C)cc3)c(=O)c2=O)cc1OC
    ?	0%	.	-6%	-4%	-12%	.	.
Nc1nn(-c2ccccc2)nc1C(=O)OCc1ccc(Cl)cc1
    ?	?	.	?	-3%	?	.	.
O=c1[nH]c(Nc2ccc3c(c2)OCCO3)nnc1Cc1ccccc1
    -1%	0%	6%[10 µM]	-14%	0%	4%	i	4%
CCOc1cc(N2CCOCC2)c(OCC)cc1NC(=O)C1=NN(c2cccc(C)c2)C(=O)CC1
    -7%	-1%	-9%	-11%	2%	-9%	-2%	.
CC(=O)C1=C(O)C(=O)N(c2ccc(Br)cn2)C1c1ccc(F)cc1 (stereo unspecified)
    -7%	-1%	-7%	1%	1%	-3%	i	9%
Cc1nnc(N2CCCC(C(=O)NCc3ccccc3F)C2)c2nn(-c3ccc(Cl)cc3)c(C)c12 (stereo unspecified)
    -8%	-1%	.	-5%	-4%	-11%	.	.
Cc1ccc(C)c(NC(=O)C2CC=CCC2C(=O)O)c1 (stereo unspecified)
    6%	-6%	-15%	10%	-5%	5%	-6%	-4%
Cc1c(C(=O)N2CCOCC2)oc2c1-c1nn(CC(=O)NCc3ccccc3)cc1CC2
    10%	-2%	.	4%	-4%	2%	.	.
CCOc1ccc(N=Nc2c(=O)[nH]n3c(=O)cc(C)[nH]c23)cc1
    3.5µM*	-17%	-72%[inhibitor]	-13%	-1%	8%	-1%	-10%
CCn1c(=O)cc(OCC(=O)N(C)c2ccc(OC)cc2)c2ccccc21
    -7%	-2%	.	-8%	-10%	3%	.	.
Cc1ccc(S(=O)(=O)Cn2nnnc2C(CC(C)C)N2CCN(C(=O)c3ccco3)CC2)cc1 (stereo unspecified)
    ?	-3%	5%[10 µM]	-21%	-8%	-7%	-2%	-4%

Given field by field: part of the list above
canonical_smiles: O=C(Nc1ccc(OCC(=O)N2CCOCC2)cc1)c1cncc(Br)c1
- Tau ThT inhib: -9%
- TexasRed fluor: -1%
- HTT ATP protect: .
- Tau fluor cs: 3%
- TRb SRC2 PPI: 2%
- Tau FP inhib: 0%
- RECQ1 inh: -3%
- L3MBTL1 inh: 8%

canonical_smiles: COc1ccc(-n2ccn(CC(=O)NCc3ccc(C)cc3)c(=O)c2=O)cc1OC
- Tau ThT inhib: ?
- TexasRed fluor: 0%
- HTT ATP protect: .
- Tau fluor cs: -6%
- TRb SRC2 PPI: -4%
- Tau FP inhib: -12%
- RECQ1 inh: .
- L3MBTL1 inh: .

canonical_smiles: Nc1nn(-c2ccccc2)nc1C(=O)OCc1ccc(Cl)cc1
- Tau ThT inhib: ?
- TexasRed fluor: ?
- HTT ATP protect: .
- Tau fluor cs: ?
- TRb SRC2 PPI: -3%
- Tau FP inhib: ?
- RECQ1 inh: .
- L3MBTL1 inh: .

The list goes on.
Screens in order: Tau ThT inhib	TexasRed fluor	HTT ATP protect	Tau fluor cs	TRb SRC2 PPI	Tau FP inhib	RECQ1 inh	L3MBTL1 inh
CCc1ccc(OC(C)c2nc(-c3ccc(-n4cccc4)cc3)no2)cc1 (stereo unspecified)
    ?	-77%[53 µM]	.	-25%	-28%[53 µM]	0%	.	.
O=C(CN1CCOCC1)Nc1nc2ccc([N+](=O)[O-])cc2s1
    -10%	-3%	.	1%	-7%	2%	i	-3%
OCCCNc1nc(-c2ccc(Br)cc2)nnc1-c1ccc(Cl)cc1
    ?	2%	.	?	-6%	-8%	2%	-2%
Cc1cc(OCCn2cnc3ccccc3c2=O)cc(C(C)C)c1
    -1%	2%	10%[0.074 µM]	5%	-1%	9%	-4%	11%
CC(=O)Nc1ccc(C(=O)N/N=C/C2CC3C=CC2C3)cc1 (stereo unspecified)
    -12%	-7%	-32%[inhibitor]	2%	-1%	3%	0%	-17%
CCOC(=O)c1cc(-c2ccccc2)n(-c2cccc(C(=O)NC(C)CC)c2)c1C (stereo unspecified)
    -12%	0%	.	-11%	-5%	-7%	.	.
Cc1csc(NC(=O)C2CCCN2C(=O)OCC(C)C)n1 (stereo unspecified)
    -3%	1%	-10%	3%	4%	-3%	-9%	0%
Clc1cccc(N2CCN(c3nnnn3-c3ccccc3)CC2)c1
    -14%	0%	-18%	-22%	1%	0%	-3%	7%
N/C(=N\OC(=O)CCCCCN1C(=O)c2ccccc2C1=O)c1ccccc1
    -9%	1%	20%[10 µM]	-18%	14%	9%	-5%	63%[activator]
CCOC(=O)NC(=O)CSc1nnnn1-c1ccc(C)cc1
    -14%	-2%	8%[10 µM]	-9%	-4%	5%	12%	.
